# RGS4 inhibitor: human RGS4 inhibition; Potency, µM (titrated, usually from 114 µM), inactives show top-dose activity change, negative = inhibition, usual class: inhibitors; Transcreener GDP fluorescence polarization, RGS4-accelerated GTP hydrolysis; P49798; 390,000 tested, 0.039% active; further: potency means the concentration at half of the fitted maximal effect; on the % scale 0 is the no-effect control and ±100 the full control effect; nearly all actives have a fitted effect of over 75% in size; some results filed as inactive show a strong effect at the top dose
# Target sequence (P49798 whole entry, looked up): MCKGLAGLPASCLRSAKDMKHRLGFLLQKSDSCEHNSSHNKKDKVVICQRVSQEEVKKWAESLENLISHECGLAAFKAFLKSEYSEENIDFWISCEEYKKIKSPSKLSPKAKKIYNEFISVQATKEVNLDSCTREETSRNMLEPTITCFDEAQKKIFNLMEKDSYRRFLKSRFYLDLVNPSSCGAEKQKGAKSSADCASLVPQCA
#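 MLSMR compounds (23 nl, pin-transferred) preincubated 10 min at room temperature with a 500nM (2x) first reagent, then RGS4 at 900nM (2x) plus Transcreener GDP mix added; fluorescence polarization (620/688 nm) read before and after 90 min at 30 °C.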
# 12-LOX inh: ALOX12 (human) lipoxygenase inhibition. purified 12hLO, xylenol orange hydroperoxide absorbance. Potency, µM (highest dose often 108 µM), inactives show top-dose activity change, negative = inhibition, actives largely listed as inhibitors. AID 1671190. P18054. 580,000 tested, 1.1% active; further: potency means the concentration at half of the fitted maximal effect; on the % scale 0 is the no-effect control and ±100 the full control effect
#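 Purified human 12hLO at 150 nM in 25 mM Hepes, 0.01% Triton X-100, pH 7.0, preincubated 15 min at room temperature with compound. Reaction started with 40 uM arachidonic acid, 30 min at room temperature. Hydroperoxide measured by Fe-xylenol orange, 573/405 nm absorbance ratio.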
# Pol eta inh: blocks human DNA polymerase eta activity; recombinant Pol eta, fluorescent DNA replication assay; Potency, µM (titrated, usually from 114 µM), for inactives: at the top dose activity change, negative = inhibition, hits mostly inhibitors; 390,000 tested, 1.2% active; further: potency means the concentration at half of the fitted maximal effect; on the % scale 0 is the no-effect control and ±100 the full control effect
#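 Fluorescent replication assay: 50 nM final substrate added after a 15 min room-temperature compound preincubation with 10 nM enzyme. Signal taken at 0 min and again at 10 min.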
# ERG Ets-DNA blk: inhibitors of human ERG Ets domain-DNA interaction | fluorescence polarization, His-ERG Ets domain / labelled DNA | 370,000 tested, 0.028% active | AID 624246 | Potency, µM (series often up to 76.9 µM), inactives show at the highest dose FP activity, negative = inhibition, most hits filed as inhibitors | P11308; active means well fitted inhibition curve with a large enough effect in the polarisation, with a control signal flat; inconclusive means small, poorly fitted or top-dose-only effect, or effect the other way, or a change in a side signal; inactive means no such curve, though single readings can be large or run the other way; the % refers to the polarisation;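 further: polarization taken with two DNA probes labelled with fluorescein and Texas red; potency means the concentration at half of the fitted maximal effect; % of control where 0% means no effect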
# Target sequence (P11308 whole entry, looked up, the tested form may be a part): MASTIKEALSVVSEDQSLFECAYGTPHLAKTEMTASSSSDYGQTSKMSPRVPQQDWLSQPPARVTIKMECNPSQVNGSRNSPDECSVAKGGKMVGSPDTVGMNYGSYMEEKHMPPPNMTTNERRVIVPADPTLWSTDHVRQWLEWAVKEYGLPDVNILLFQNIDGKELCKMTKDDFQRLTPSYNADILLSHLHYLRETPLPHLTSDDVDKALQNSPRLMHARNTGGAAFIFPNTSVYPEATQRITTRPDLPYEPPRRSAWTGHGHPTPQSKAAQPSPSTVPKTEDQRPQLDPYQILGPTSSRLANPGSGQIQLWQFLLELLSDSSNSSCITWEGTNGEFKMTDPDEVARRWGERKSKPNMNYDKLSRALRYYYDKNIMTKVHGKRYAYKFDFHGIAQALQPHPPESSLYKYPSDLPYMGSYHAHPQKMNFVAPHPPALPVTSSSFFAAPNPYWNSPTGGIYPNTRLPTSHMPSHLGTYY
#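 His-tagged ERG Ets domain (1 uM in the protein solution; 300mM KCl, 50mM Tris-HCl, 1mM EDTA, 1mM DTT, pH 7.5) received compound, then a probe mix of 5 nM fluorescein-DNA and 100nM Texas-615-DNA. Fluorescence polarization was read for both dyes.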
# Pol kappa inh: blocks human DNA polymerase kappa activity; Q9UBT6; purified Pol kappa, fluorescent DNA synthesis assay, 10 min; Potency, µM (top dose mostly 107 µM), inactives show at the top dose activity, negative = inhibition, hits mostly inhibitors; 400,000 tested, 0.53% active; further: potency means the concentration at half of the fitted maximal effect; on the % scale 0 is the no-effect control and ±100 the full control effect
#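 Inhibition of 10 nM Pol kappa is measured by a fluorescent read-out at 0 and 10 min following addition of 50 nM substrate (final), with a 15-min room-temperature compound preincubation.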
# APE1 inh: APE1 (human) endonuclease inhibition; recombinant APE1, TAMRA/BHQ-2 abasic DNA cleavage fluorescence; 350,000 tested, 0.35% active; Potency, µM (doses to about 65.8 µM), without a hit: top-dose activity change, negative = inhibition, actives largely listed as inhibitors;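 further: potency means the concentration at half of the fitted maximal effect; plate controls were vehicle for no effect and reference inhibitor for full effect; nearly all actives have a fitted effect of over 55% in size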
#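 Readout is kinetic fluorescence (ex 525, em 598 nm) from cleavage of 50 nM TAMRA/BHQ-2 THF abasic duplex by 0.75 nM APE1, compound added 15 min beforehand at RT.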
# Apoferritin bind: candidate novel general anesthetic via apoferritin binding | P02791 | apoferritin/1-aminoanthracene competitive binding, fluorescence | Potency, µM (doses to about 77.5 µM), for the others: at the top dose activity change, negative = displacement, actives largely listed as inhibitors | 350,000 tested, 0.074% active; further: potency means the concentration at half of the fitted maximal effect; on the % scale 0 is the no-effect control and ±100 the full control effect; nearly all actives have a fitted effect of over 20% in size
# Target sequence (P02791 2-175 limits assumed): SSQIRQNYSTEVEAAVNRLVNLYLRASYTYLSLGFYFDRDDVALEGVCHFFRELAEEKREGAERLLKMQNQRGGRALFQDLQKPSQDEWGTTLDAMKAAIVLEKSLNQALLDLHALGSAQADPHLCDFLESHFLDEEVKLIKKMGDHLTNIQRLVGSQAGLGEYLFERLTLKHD
#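 Horse-spleen apoferritin (10 uM) in 50% saturated 1-aminoanthracene in PBS was incubated 10 min at room temperature with compound. Fluorescence (ex 380, em 535 nm) was normalized to free and bound 1-AMA, with concentration-response fitted by a four-parameter Hill equation.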
# LDHA block: blocks human lactate dehydrogenase A; activity change, % (values are at about 110 or 230 µM); purified LDHA, NADH/diaphorase-resazurin fluorescence; active compounds read low; 480,000 tested, 0.15% active; P00338; in the data active means activity change below about -30%; inconclusive means mostly about -25% to -30%;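 further: plate controls were DMSO wells for no effect and wells without enzyme for full effect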
#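 Remaining NADH was detected by diaphorase (0.133 mg/mL) converting 37 µM resazurin to fluorescent resorufin, read at 0 and 20 minutes. The preceding 5-minute room-temperature reaction used 2 nM LDHA, 0.2 mM sodium pyruvate and 0.06 mM NADH at pH 7.4.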
# Pol beta inh: DNA polymerase beta (human) inhibition | P06746 | Pol beta primer extension/strand displacement, fluorescence kinetic | Potency, µM (titrated, usually from 114 µM), without a hit: top-dose activity change, negative = inhibition, usual class: inhibitors | 340,000 tested, 1.3% active; further: potency means the concentration at half of the fitted maximal effect; on the % scale 0 is the no-effect control and ±100 the full control effect
#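 Homogeneous kinetic assay of primer extension and strand displacement by 10 nM Pol beta, preincubated 15 min at room temperature with compound before 50 nM substrate (final) was added. Read at 0 and 10 min; four-parameter Hill fit.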
# * = called active by the depositor; ? = inconclusive; / = not tested or not shown; & = joins results of further samples; [ ] = remark or other dose. Unless noted, the call rests on the fitted dose curve; in most records, active means well fitted curve in the direction sought with a large enough effect; inconclusive means small, poorly fitted or top-dose-only effect, or another doubt; inactive means no such curve, though single readings can be large; an effect the other way counts as inactive or inconclusive. An excerpt (hit frequency here may not be typical).
no.	mol	RGS4 inhibitor	12-LOX inh	Pol eta inh	ERG Ets-DNA blk	Pol kappa inh	APE1 inh	Apoferritin bind	LDHA block	Pol beta inh
1	CCCSc1nsc(NC(=O)C(c2ccccc2)c2ccccc2)n1	-14%	/	-9%	7%	-9%	?	29%	-1	?
2	Cc1cc2oc(C(=O)Nc3ccc(S(N)(=O)=O)cc3)c(C)c2cc1Cl	3%	?	-7%	4%	-8%	22%	-3%	-14	27%
3	Cc1ccc2oc(-c3cccc(N)c3)nc2c1	-3%	1%	-7%	-6%	3%	?	-11%	-5	-14%
4	CCOC(=O)c1nnn(-c2nonc2N)c1-c1ccc(F)cc1	-8%	-4%	-7%	2%	9%	0%	-4%	0	-3%
5	CC(C)C(=O)Nc1ccc2c3c(cccc13)CC2	-32%	-13%	-4%	12%	-5%	-1%	-13%	-4	-1%
6	CCOC(=O)CSC1=NC(=O)/C(=C/c2ccc(OC)cc2)S1	?	/	-2%	8%	-3%	3%	-9%	-2	1%
7	c1ccc(-c2nc3ccccn3c2NCc2ccc3c(c2)OCO3)cc1	23%	-5%	-6%	3%	-2%	-6%	35%[activator]	-1	6%
8	CCCCN1CC(COCc2ccccc2)Oc2cccc(Oc3cc(C)c(C)c(C)c3)c2S1(=O)=O (centres undefined)	17%	19%	-8%	-1%	13%	/	/	0	/
9	O=C(Nc1ccccc1N1CCCC1)c1ccccc1F	27%	0%	-9%	-3%	3%	53%[activator]	-15%	0	2%
10	COc1ccc(C(=O)/C(=C/c2cccs2)c2nc3ccccc3o2)cc1	?	0%	-9%	-9%	-12%	6%	?	-7	2%
11	CCOC(=O)c1c(N)c(C#N)c2n1CCCCC2	-7%	-9%	-1%	-1%	-8%	2%	-9%	-1	0%
12	CCN(CC)CCNC(=O)c1ccc2c(=O)n3nc(Nc4cccc(Cl)c4C)sc3nc2c1	-19%	?	?	0%	7%	/	3%	-5	?
13	Cc1ccccc1NC(=O)Cn1nc(-c2ccccc2)nc(Cc2ccccc2)c1=O	17%	-23%	-11%	-2%	-1%[60.1 µM]	/	-7%	-11	-9%
14	COc1ccc(N2C(=O)CCSC23C(=O)N(Cc2ccc(F)cc2)c2ccccc23)cc1 (centres undefined)	-34%	-14%	-13%	-7%	-23%	/	-8%	-5	12%
15	Cc1cc(NC(=O)CSc2nnc(-c3cccnc3)n2Cc2ccccc2)no1	12%	4%	7%	-2%	-5%	3%	-7%	-3	-9%
16	O=S1(=O)CCC(NC(=S)N2CCCCCC2)C1 (centres undefined)	28%	-7%	-8%	2%	-1%	3%	-6%	-12	1%
17	CNC(=O)CC12CC3CC(CC(C3)C1)C2	-16%	3%[57.4 µM]	-8%	/	1%	-2%	?	-3	2%
18	O=C(CCN1CCC(c2ccccc2)C1)c1ccccc1 (centres undefined)	-10%	?	-8%	-3%	-17%	0%	-5%	7&-12	84%
19	O=[N+]([O-])c1cccc(Cl)c1NCCNc1ncc(C(F)(F)F)cc1Cl	-20%[11.4 µM]	12%	-26%	-9%	-5%	?	-12%	-1	6%
20	Cc1ccsc1CN(C(=O)COc1cccc(C)c1C)C1CCS(=O)(=O)C1 (centres undefined)	-9%	0%	/	2%	-2%	/	-16%	2	-3%
21	FCCCOc1ccc(-c2ccnc3ncnn23)cc1	1%	2%	-18%	1%	-1%	0%	-6%	-3	-19%
22	Cc1ccc(C)c(N2CCN(c3nc4ccccc4c(=O)n3Cc3ccccc3)CC2)c1	16%	-15%	-5%	12%	-11%	0%	-6%	-8	8%
23	COc1cccc(/C=C2/SC(=S)N(CC(=O)NNC(=O)c3ccccc3O)C2=O)c1	-24%	15%	-10%	118%[activator]	-41%	1%	-8%	-7	-24%
24	CC1CCCCC1NC(=O)c1cc2ccccc2o1 (centres undefined)	-7%	-10%	?	-14%	-11%	0%	?	-11	?
25	O=C(NN1CCN(Cc2ccccc2Cl)CC1)c1ccc(Br)cc1	10%	3%	-22%	-2%	-12%	?	2%	-6	12%
26	CCOC(=O)c1ccc(NC(=O)COc2ccccc2CNCCO)cc1	-7%	-9%	-21%	0%	-4%	-1%	-12%	-4	?
27	COc1cc(CCC(=O)Nc2sccc2C#N)cc(OC)c1OC	22%	14%	3%	3%	-6%	6%	?	-2	-27%
28	CCOc1ccc2nc(NC(=O)C(CC)Sc3nc(C)cc(=O)[nH]3)sc2c1 (centres undefined)	22%	0%	-6%	5%	-13%	-1%	5%	-3	?
29	COc1cccc(C(=O)N2CCC(n3nccc3NC(=O)C(OC)c3ccccc3)CC2)c1 (centres undefined)	-36%	14%	-5%	-3%	-10%	16%	-12%	-1	-11%
30	CC(=O)Nc1ccc(S(=O)(=O)NCC2CC3CCC2C3)cc1 (centres undefined)	-12%	15%	-3%	-19%	12%	/	/	-2	/
31	CCN(CC)C(=O)CSc1ncnc2sccc12	32%	1%	-10%	-2%	4%	-7%	-21%	-5	38%[activator]
32	CC(=O)/C(=C(/O)c1ccccc1)c1nc2ccccc2[nH]1	0%	11%	-23%	4%	1%	0%	-3%	-6	3%
33	O=C(/C=C/c1ccccc1)NCCS(=O)(=O)N1CCN(c2ccccc2)CC1	-1%	?	0%	16%	-3%	1%	/	-7	/
34	CC(C)N(C1=CC(=O)OC12CCCCC2)C(C)C	-30%	0%	-16%	2%	-2%	4%	0%	-3	1%
35	CN(CCOc1ccc(Cl)cc1)C(=O)c1ccc2c(=O)n3c(nc2c1)CCC3	-14%	-1%	-9%	-9%	-1%	20%	/	-4	/
36	CC(=O)/C(=N/Nc1ccccc1C)N1CCOCC1	-36%	-23%	7%	-1%	-15%	-5%	-11%	8	7%
37	Cc1nonc1CN(C)C(=O)c1ccc(OC2CCN(Cc3ccccn3)CC2)cc1	-27%	-21%	-15%	3%	7%	4%	-9%	0	-3%
38	Fc1ccccc1CNc1cc(Cl)cc(Cl)c1	17%	-7%	-17%	1%	-22%	-3%	?	-10	0%
39	COc1cccc(-n2nc3c(=S)[nH]nc(C)c3c2C)c1	-9%	267%[activator]	-19%	?	1%	-1%	-9%	-1	33%
40	O=C(Nc1ccc(Cn2ccnc2)cc1)c1cccc(C(F)(F)F)c1	19%	36%[activator]	-15%	13%	-1%	5%	-15%	-1	42%
41	CC1=C(C(=O)N2CCCC(N3CCN(c4cccc(Cl)c4)CC3)C2)OCCO1 (centres undefined)	10%	1%	-7%	-1%	0%	23%	-14%	2	4%
42	O=C(NCc1ccc(F)cc1)C1CCC(CNS(=O)(=O)c2ccccc2)CC1 (centres undefined)	?	42%[activator]	-5%	-8%	3%	61%[activator]	1%	-2	1%
43	CS(=O)(=O)N1CCN(c2ccc([N+](=O)[O-])c(NCc3cccnc3)c2)CC1	18%	-10%	-1%	-7%	-6%	21%	?	-9	-6%
44	CN1CC2(C)CN(C(c3ccccc3)c3ccccc3)CC(C)(C1)C2O (centres undefined)	-20%	-22%	-3%	-3%	-3%	3%	-6%	-5	-14%
45	COc1cc2ccccc2cc1C(=O)Nc1ccc2oc(-c3cccc(Cl)c3Cl)nc2c1	0%	?	0%	0%	-17%	/	3%	-4	?
46	O=C(Nc1ccc(F)c(Cl)c1)c1ccc2c(c1)OCO2	-21%	0%	-13%	6%	0%	7%	-14%	-4	12%
47	OC12CCCCC1C(c1ccc3c(c1)OCO3)N(Cc1ccc(F)cc1)CC2 (centres undefined)	-30%	0%	-23%	2%	-7%	4%	-17%	-2	1%
48	Cc1ccccc1Sc1ncccc1[N+](=O)[O-]	8%	10%	-3%	13%	-3%	/	/	-5	/
49	CCOc1ccc(CN(C)CC(=O)Nc2cc(C)c(C)cc2[N+](=O)[O-])cc1	-19%	22%	-24%	3%	-6%	-7%	-7%	0	7%
50	CCOC(=O)c1c(-c2ccncc2)csc1N	-15%	-31%	-8%	-5%	3%	0%	-7%	8	3%
51	Cc1cccc(C2Nc3ccccc3C(=O)N2c2ccc(F)cc2)n1 (centres undefined)	3%	0%	-7%	5%	-3%	3%	44%[activator]	-6	9%
52	COc1cc2c(cc1OC)CN(C(=O)c1ccncc1)CC2	19%	?	-13%	-2%	-21%	-1%	14%	-18	6%
53	COc1ccc(OC)c(CNC(=O)c2c(C)oc3ncn(CC(C)C)c(=O)c23)c1	1%	?	?	-5%	-16%	/	-1%	-7	-9%
54	CCOC(=O)C1CCCN(C(=O)c2cc(S(=O)(=O)N3CCCCC3)ccc2Cl)C1 (centres undefined)	13%	12%	-1%	5%	-2%	20%	/	-8	/
55	CCc1ccc(OCCOCC(O)CN(CCO)CCO)cc1 (centres undefined)	-2%	-20%	-6%	-1%	-1%	5%	-3%	-6	8%
56	COc1ccc(-c2cn(-c3ccc(C)c(C)c3)c(=S)[nH]2)cc1OC	-22%	28µM*	-3%	10%	-14%	47%[activator]	0%	-5	3%
57	O=S(=O)(c1cccnc1)N1CCn2cccc2C1c1ccccc1F (centres undefined)	24%	?	-7%	2%	-9%	-9%	/	-8&1	/
